Source: PubChem BioAssay (several laboratories)
Rtt109 HAT inh: inhibitors of Candida albicans Rtt109/Vps75 histone acetyltransferase. purified Rtt109/Vps75, ThioGlo CoA-SH fluorescence, 4 h. 0.16% of 330,000 active. inhibition, % at 34.9 µM;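 active = inhibition of at least 50% in every replicate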
Target sequence (Q5AAJ8 whole entry, looked up): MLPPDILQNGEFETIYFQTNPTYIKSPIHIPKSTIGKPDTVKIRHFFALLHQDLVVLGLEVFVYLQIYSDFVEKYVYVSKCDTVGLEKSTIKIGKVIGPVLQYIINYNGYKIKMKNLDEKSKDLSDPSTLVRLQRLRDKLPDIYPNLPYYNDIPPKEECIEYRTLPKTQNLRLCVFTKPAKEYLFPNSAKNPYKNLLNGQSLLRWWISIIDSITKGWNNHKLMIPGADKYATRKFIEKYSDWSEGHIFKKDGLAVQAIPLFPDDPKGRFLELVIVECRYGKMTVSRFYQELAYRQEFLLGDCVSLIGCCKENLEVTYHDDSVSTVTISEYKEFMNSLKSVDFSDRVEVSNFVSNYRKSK
DAGLB inh: diacylglycerol lipase beta (human) inhibition; Q8NCG7; HEK293T DAGLB membrane lysate, EnzChek fluorogenic substrate; inhibition, % at 5.17 µM; 0.059% of 340,000 active; AID 504411; in the data active = inhibition above about 34%;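 also: 0% = enzyme with vehicle and 100% = wells lacking enzyme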
PKA-R2B act: activates the human PKA-R2B holoenzyme complex | PKA-R2B holoenzyme dissociation, Cy5-IP20 fluorescence polarization; R2B truncated from residue 108, S112A mutant; 0% DMSO only, 100% 113 µM cGMP | P22694+P31323 | activation, % at 11.4 µM | 0.079% of 340,000 active;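 active = activation above a cutoff set at the mean over all compounds plus 3 SD, cut at about 18% in these data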;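 also: higher means more holoenzyme dissociation and a rise in polarization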
RTF Ca sens inh: cardiac RTF calcium desensitization. AID 493244. IANBD-labeled cardiac RTF, Ca2+ fluorescence. 0.12% of 340,000 active. inhibition, % at 7.15 µM. P19429+P45379;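 active = inhibition above the mean inhibition of all tested compounds plus 3 SD, cut at about 17% in these data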;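 also: assay run at fixed EC70 calcium of 1.6 mM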
CAL PDZ FP-1: CAL PDZ (human) peptide binding inhibition; Q9HD26; purified CAL PDZ, TMR-peptide fluorescence polarization, 1 h; inhibition, % at 24.9 µM; 0.92% of 300,000 active; AID 602252;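 active = mean inhibition of at least 30% with at least half of replicates also reaching 30%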;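 also: 0% = DMSO neutral control and 100% = excess unlabeled competitor peptide PRC23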
SR-BI uptake up: enhances SR-BI lipid uptake from DiI-HDL | CHO ldlA[mSR-BI] cells, DiI-HDL uptake fluorescence, 3 h; 100 = double the neutral-control signal | AID 504775 | 0.096% of 320,000 active | activation, % at 12.5 µM;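 active = mean replicate activation of at least 60% and every replicate at or above 60%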;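 also: 0% = median plate neutral-control signal and 100% = twice that signal; values of inactives mirror those of a sister screen read the other way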
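Assay system: CHO ldlA[mSR-BI] cells, LDL receptor-null, SR-BI overexpressing; medium: Ham's F12 with 0.5% BSA, HEPES 25 mM, pH 7.4; also added: DiI-HDL 10 µg/mL; timing: 3 h uptake period with compound, 37 °C; signal: DiI fluorescence, bottom read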
Keap1 Nrf2 FP: Keap1-Nrf2 (human) interaction inhibition. Q14145. Keap1 Kelch-Nrf2 peptide fluorescence polarization, 1536-well. inhibition, % at 9.4 µM. 0.15% of 340,000 active; in the data active = inhibition above about 12%;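 also: human Keap1 Kelch domain with fluorescein labeled Nrf2 9mer peptide probe; 0% = neutral control wells and 100% = peptide positive control; higher means more block of Keap1 binding to Nrf2 peptide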
Target sequence (Q14145 whole entry, looked up, the tested form may be a part): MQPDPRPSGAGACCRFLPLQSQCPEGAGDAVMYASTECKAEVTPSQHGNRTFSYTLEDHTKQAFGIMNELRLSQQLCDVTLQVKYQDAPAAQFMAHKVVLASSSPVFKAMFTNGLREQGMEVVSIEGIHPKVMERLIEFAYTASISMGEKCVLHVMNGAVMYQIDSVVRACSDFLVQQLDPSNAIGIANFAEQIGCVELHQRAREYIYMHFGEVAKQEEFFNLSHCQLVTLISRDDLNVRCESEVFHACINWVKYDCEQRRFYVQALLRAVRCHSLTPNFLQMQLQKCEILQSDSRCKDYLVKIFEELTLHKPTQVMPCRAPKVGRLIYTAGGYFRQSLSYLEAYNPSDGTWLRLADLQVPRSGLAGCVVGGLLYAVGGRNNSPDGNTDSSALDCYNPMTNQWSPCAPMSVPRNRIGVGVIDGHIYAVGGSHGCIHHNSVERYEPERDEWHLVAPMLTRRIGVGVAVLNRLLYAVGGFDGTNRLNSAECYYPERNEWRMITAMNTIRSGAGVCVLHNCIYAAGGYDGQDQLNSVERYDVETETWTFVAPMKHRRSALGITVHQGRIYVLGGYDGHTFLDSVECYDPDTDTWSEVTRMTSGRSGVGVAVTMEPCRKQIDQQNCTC
cardiac RTF act: cardiac RTF calcium sensitization; 0.24% of 340,000 active; activation, % at 7.2 µM; P19429+P45379; IANBD-labeled TnC RTF fluorescence at EC20 calcium; 0% EC20 calcium, 100% full calcium;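 active = activation above the mean over all tested compounds plus 3 SD, cut at about 30% in these data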;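 also: rise in fluorescence read as greater calcium sensitivity of cardiac thin filaments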
LANA DNA inh: KSHV C-LANA DNA binding inhibition | MBP-C-LANA/FAM-LBS DNA binding, fluorescence polarization | inhibition, % at 9 µM | 0.078% of 340,000 active;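 active = highest replicate inhibition at or above 60% at 9 µM, even if other replicates fall short; inactive = all replicates below 60% inhibition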;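 also: 0% = neutral control wells and 100% = 4 µM acridine orange control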
CAL PDZ FP-2: human CAL PDZ-peptide interaction inhibition | purified CAL PDZ, TMR-peptide fluorescence polarization, 1 h | inhibition, % at 20 µM | 0.02% of 330,000 active | AID 504414;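 active = highest replicate inhibition of at least 40%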;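 also: plate controls were DMSO neutral control wells for no effect and unlabeled competitor peptide control wells for full effect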
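Material – purified CerCALP PDZ construct · Detection – FP readout, S and P plane fluorescence · Measure – percent inhibition from loss of millipolarization · Controls – unlabelled peptide for full inhibition, DMSO wells as neutral · Probe or stimulus – TMR-labelled reporter peptide T*-PRC34 bound in PDZ groove · Times – 1 h at RT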
* marks the source's active call; other numbers are inactive results.

How did Cc1ccc(C)c(-c2nnc(NC(=O)c3ccco3)o2)c1 do in these assays?
Rtt109 HAT inh: -2; DAGLB inh: 4; PKA-R2B act: 0; RTF Ca sens inh: -10; CAL PDZ FP-1: -4; SR-BI uptake up: 8; Keap1 Nrf2 FP: -2; cardiac RTF act: -4; LANA DNA inh: 1.0; CAL PDZ FP-2: -2.5

What do the screens show for `COc1ccccc1N1CCN(C(=O)c2ccc3[nH]c4c(c3c2)CCCC4)CC1`?
Rtt109 HAT inh: 5; DAGLB inh: 2; PKA-R2B act: -4; RTF Ca sens inh: -4; CAL PDZ FP-1: 4; SR-BI uptake up: -1; Keap1 Nrf2 FP: -11; cardiac RTF act: 8; LANA DNA inh: -0.7; CAL PDZ FP-2: 0.4

What do the screens show for `COc1cc(CC(=O)NNC(=O)c2cc(C)oc2C)cc(OC)c1OC`?
Rtt109 HAT inh: 3; DAGLB inh: -1; PKA-R2B act: -12; RTF Ca sens inh: -9; CAL PDZ FP-1: -3; SR-BI uptake up: 42; Keap1 Nrf2 FP: 1; cardiac RTF act: -6; LANA DNA inh: -1.1; CAL PDZ FP-2: -2.7

What do the screens show for `CN(CCCN1CCOCC1)C(=O)c1cc(COc2c(F)cccc2F)on1`?
Rtt109 HAT inh: -12; DAGLB inh: 1; PKA-R2B act: -2; RTF Ca sens inh: -3; CAL PDZ FP-1: -1; SR-BI uptake up: 32; Keap1 Nrf2 FP: -6; cardiac RTF act: -4; LANA DNA inh: -0.8; CAL PDZ FP-2: -1.1

Results for CC(=O)Nc1cccc(NC(=O)COc2ccccc2C)c1 ?
Rtt109 HAT inh: 1; DAGLB inh: 1; PKA-R2B act: -1; RTF Ca sens inh: -5; CAL PDZ FP-1: -1; SR-BI uptake up: -8; Keap1 Nrf2 FP: -1; cardiac RTF act: 0; LANA DNA inh: 1.3; CAL PDZ FP-2: -4.2

Results for O=C(Cc1cccs1)N1CCN(S(=O)(=O)c2cccc([N+](=O)[O-])c2)CC1 ?
Rtt109 HAT inh: -14; DAGLB inh: -3; PKA-R2B act: -3; RTF Ca sens inh: 1; SR-BI uptake up: 6; Keap1 Nrf2 FP: -3; cardiac RTF act: -5; LANA DNA inh: -0.2; CAL PDZ FP-2: -0.4

What do the screens show for `Cc1cc(C(=O)Nc2ccccc2C(=O)N2CCCCC2)ccc1[N+](=O)[O-]`?
Rtt109 HAT inh: -2; DAGLB inh: -3; PKA-R2B act: -9; RTF Ca sens inh: 3; CAL PDZ FP-1: 0; SR-BI uptake up: -1; Keap1 Nrf2 FP: -5; cardiac RTF act: 5; LANA DNA inh: 0.3; CAL PDZ FP-2: -2.4

What do the screens show for `CCn1c(SCC(=O)NCCCN2CCCC2=O)nnc1-c1cccc(C)c1`?
Rtt109 HAT inh: -3; DAGLB inh: 2; PKA-R2B act: 18; RTF Ca sens inh: 9; CAL PDZ FP-1: 1; SR-BI uptake up: 0; Keap1 Nrf2 FP: -2; cardiac RTF act: -5; LANA DNA inh: 3.0; CAL PDZ FP-2: -0.6

What do the screens show for `Cc1cc(F)ccc1S(=O)(=O)N(CC(=O)N1CCOCC1)CC(=O)N1CCOCC1`?
Rtt109 HAT inh: -3; DAGLB inh: 2; PKA-R2B act: 2; RTF Ca sens inh: 2; SR-BI uptake up: 3; Keap1 Nrf2 FP: -7; cardiac RTF act: 3; LANA DNA inh: -0.4; CAL PDZ FP-2: 0.1

Results for N#Cc1nc(-c2cccc3ccccc23)oc1NCCN1CCCCC1 ?
DAGLB inh: 2; PKA-R2B act: -3; RTF Ca sens inh: 5; CAL PDZ FP-1: -1; SR-BI uptake up: 11; Keap1 Nrf2 FP: -2; cardiac RTF act: 1; LANA DNA inh: -2.8; CAL PDZ FP-2: -2.0

Results for O=C(NC1Cc2ccccc2C1)c1cc(COc2cccc(C(F)(F)F)c2)on1 ?
Rtt109 HAT inh: 1; DAGLB inh: -8; PKA-R2B act: -13; RTF Ca sens inh: -4; SR-BI uptake up: 8; Keap1 Nrf2 FP: 2; cardiac RTF act: -2; LANA DNA inh: 0.3; CAL PDZ FP-2: 0.0

How did Clc1ncccc1-c1nc2ccccc2s1 do in these assays?
Rtt109 HAT inh: 0; DAGLB inh: -5; PKA-R2B act: -2; RTF Ca sens inh: -2; CAL PDZ FP-1: -2; SR-BI uptake up: 3; Keap1 Nrf2 FP: -3; cardiac RTF act: -2; LANA DNA inh: 0.5; CAL PDZ FP-2: 0.2

Of the compounds above, these have a furan ring, fused or not.
How did Cc1ccc(C)c(-c2nnc(NC(=O)c3ccco3)o2)c1 do in these assays?
Rtt109 HAT inh: -2; DAGLB inh: 4; PKA-R2B act: 0; RTF Ca sens inh: -10; CAL PDZ FP-1: -4; SR-BI uptake up: 8; Keap1 Nrf2 FP: -2; cardiac RTF act: -4; LANA DNA inh: 1.0; CAL PDZ FP-2: -2.5

What do the screens show for `COc1cc(CC(=O)NNC(=O)c2cc(C)oc2C)cc(OC)c1OC`?
Rtt109 HAT inh: 3; DAGLB inh: -1; PKA-R2B act: -12; RTF Ca sens inh: -9; CAL PDZ FP-1: -3; SR-BI uptake up: 42; Keap1 Nrf2 FP: 1; cardiac RTF act: -6; LANA DNA inh: -1.1; CAL PDZ FP-2: -2.7

Later entries:
How did O=C(NC(Cc1ccc(O)cc1)C(=O)O)c1ccco1 (centres undefined) do in these assays?
Rtt109 HAT inh: -5; DAGLB inh: -2; PKA-R2B act: -3; RTF Ca sens inh: -2; CAL PDZ FP-1: 1; SR-BI uptake up: 15; Keap1 Nrf2 FP: -2; cardiac RTF act: 6; LANA DNA inh: 1.9; CAL PDZ FP-2: 0.5

What do the screens show for `COc1ccc(NCCC(O)c2ccc(Cl)cc2)cc1` (centres undefined)?
Rtt109 HAT inh: -8; DAGLB inh: -2; PKA-R2B act: -3; RTF Ca sens inh: -2; CAL PDZ FP-1: 35*; SR-BI uptake up: -19; Keap1 Nrf2 FP: 0; cardiac RTF act: 1; LANA DNA inh: -1.2

What do the screens show for `CC[n+]1c(C)n(C)c2cc(S(=O)(=O)N(C)C)ccc21`?
Rtt109 HAT inh: -2; DAGLB inh: -5; PKA-R2B act: 9; RTF Ca sens inh: -4; CAL PDZ FP-1: 0; SR-BI uptake up: 11; Keap1 Nrf2 FP: 0; cardiac RTF act: -9; LANA DNA inh: 3.3; CAL PDZ FP-2: 0.6

What do the screens show for `CCCCNC(=S)Nc1ccc([N+](=O)[O-])cc1`?
Rtt109 HAT inh: 3; DAGLB inh: -4; PKA-R2B act: -6; RTF Ca sens inh: -1; CAL PDZ FP-1: -4; SR-BI uptake up: -7; Keap1 Nrf2 FP: 1; cardiac RTF act: -6; LANA DNA inh: 1.5; CAL PDZ FP-2: 0.3

Results for CCOC(=O)c1cc(NC(=O)c2cccnc2)ccn1 ?
Rtt109 HAT inh: -7; DAGLB inh: -2; PKA-R2B act: 0; RTF Ca sens inh: -1; CAL PDZ FP-1: -6; SR-BI uptake up: 5; Keap1 Nrf2 FP: -4; cardiac RTF act: -2; LANA DNA inh: -2.3; CAL PDZ FP-2: 0.6

How did O=C1CC(c2ccccc2)n2nc(NC(=O)C3CCCO3)nc2N1 (centres undefined) do in these assays?
Rtt109 HAT inh: -8; DAGLB inh: -5; PKA-R2B act: -5; RTF Ca sens inh: -13; CAL PDZ FP-1: -4; SR-BI uptake up: 27; Keap1 Nrf2 FP: 1; cardiac RTF act: 4; LANA DNA inh: 0.3; CAL PDZ FP-2: 0.8

Results for COc1ccc(S(=O)(=O)N(Cc2cc3cc(C)ccc3[nH]c2=O)CC2CCCO2)cc1 (centres undefined) ?
Rtt109 HAT inh: -8; DAGLB inh: -2; PKA-R2B act: 9; RTF Ca sens inh: -9; CAL PDZ FP-1: -2; SR-BI uptake up: 6; Keap1 Nrf2 FP: 0; cardiac RTF act: 3; LANA DNA inh: -0.4; CAL PDZ FP-2: -0.7

What do the screens show for `COc1ccc(CC(=O)NNS(=O)(=O)c2ccc3ccccc3c2)cc1OC`?
Rtt109 HAT inh: 1; DAGLB inh: 0; PKA-R2B act: -4; RTF Ca sens inh: -8; CAL PDZ FP-1: -2; SR-BI uptake up: -2; Keap1 Nrf2 FP: 2; cardiac RTF act: 1; LANA DNA inh: 0.9; CAL PDZ FP-2: -0.6

What do the screens show for `CN(C1=C(NC(=O)c2ccc(Cl)cc2)C(=O)c2ccccc2C1=O)c1ccccc1`?
Rtt109 HAT inh: 19; DAGLB inh: 25; PKA-R2B act: 4; RTF Ca sens inh: 3; CAL PDZ FP-1: -1; SR-BI uptake up: -16; Keap1 Nrf2 FP: 2; cardiac RTF act: 4; LANA DNA inh: 7.5; CAL PDZ FP-2: -2.1

How did Cn1cnnc1SCC(=O)NC1CCCc2ccccc21 (centres undefined) do in these assays?
Rtt109 HAT inh: 0; DAGLB inh: 0; PKA-R2B act: -4; RTF Ca sens inh: -10; CAL PDZ FP-1: -7; SR-BI uptake up: 10; Keap1 Nrf2 FP: -4; cardiac RTF act: 7; LANA DNA inh: -1.6; CAL PDZ FP-2: 0.3

What do the screens show for `Cc1ccnc(NC(=O)c2cc3ccccc3o2)c1`?
Rtt109 HAT inh: 2; DAGLB inh: -3; PKA-R2B act: -6; RTF Ca sens inh: -14; CAL PDZ FP-1: 0; SR-BI uptake up: 9; Keap1 Nrf2 FP: 6; cardiac RTF act: 5; LANA DNA inh: -1.3; CAL PDZ FP-2: -2.2

How did COc1cccc2cc(C(C)N(CCCN3CCOCC3)C(=S)Nc3c(C)cccc3C)oc12 (centres undefined) do in these assays?
Rtt109 HAT inh: 10; DAGLB inh: -2; PKA-R2B act: -11; RTF Ca sens inh: 3; CAL PDZ FP-1: -3; Keap1 Nrf2 FP: 1; cardiac RTF act: -1; LANA DNA inh: -0.8; CAL PDZ FP-2: -3.2

How did Cc1[nH]c(C(=O)N/N=C/c2ccc(C(=O)O)cc2)c(C)c1C(=O)N/N=C/c1ccc(C(=O)O)cc1 do in these assays?
Rtt109 HAT inh: -1; DAGLB inh: 2; PKA-R2B act: -9; RTF Ca sens inh: -9; CAL PDZ FP-1: -9; SR-BI uptake up: 19; Keap1 Nrf2 FP: 0; cardiac RTF act: 3; LANA DNA inh: 2.4; CAL PDZ FP-2: -1.4

How did C=CCC(CC)C(=O)NC(=O)N1CCCc2ccccc21 (centres undefined) do in these assays?
Rtt109 HAT inh: -5; DAGLB inh: -3; PKA-R2B act: 1; RTF Ca sens inh: -3; CAL PDZ FP-1: -8; SR-BI uptake up: 6; Keap1 Nrf2 FP: 1; cardiac RTF act: 1; LANA DNA inh: -1.5; CAL PDZ FP-2: 0.4

Hits appear at their usual frequency. Share with any hit: about 1.6%.
